Menin MLL FP TR: menin-MLL binding inhibition, Texas Red mutant peptide. O00255. Menin + Texas Red MLL mutant peptide, fluorescence polarization. Potency, µM (series often up to 61.6 µM), for the others: top-dose FP activity change, negative = inhibition, actives largely listed as inhibitors. actives 0.23% (n = 270,000); active means well fitted inhibition curve with a large enough effect in the polarisation, with a control signal flat, not every such curve was filed as active; inconclusive means small, poorly fitted or top-dose-only effect, or effect the other way, or a change in a side signal; inactive means no such curve, though single readings can be large or run the other way; the % refers to the polarisation; further: % of control where 0% means no effect; many of its hits are not listed in these tables
Target sequence (O00255 whole entry, looked up): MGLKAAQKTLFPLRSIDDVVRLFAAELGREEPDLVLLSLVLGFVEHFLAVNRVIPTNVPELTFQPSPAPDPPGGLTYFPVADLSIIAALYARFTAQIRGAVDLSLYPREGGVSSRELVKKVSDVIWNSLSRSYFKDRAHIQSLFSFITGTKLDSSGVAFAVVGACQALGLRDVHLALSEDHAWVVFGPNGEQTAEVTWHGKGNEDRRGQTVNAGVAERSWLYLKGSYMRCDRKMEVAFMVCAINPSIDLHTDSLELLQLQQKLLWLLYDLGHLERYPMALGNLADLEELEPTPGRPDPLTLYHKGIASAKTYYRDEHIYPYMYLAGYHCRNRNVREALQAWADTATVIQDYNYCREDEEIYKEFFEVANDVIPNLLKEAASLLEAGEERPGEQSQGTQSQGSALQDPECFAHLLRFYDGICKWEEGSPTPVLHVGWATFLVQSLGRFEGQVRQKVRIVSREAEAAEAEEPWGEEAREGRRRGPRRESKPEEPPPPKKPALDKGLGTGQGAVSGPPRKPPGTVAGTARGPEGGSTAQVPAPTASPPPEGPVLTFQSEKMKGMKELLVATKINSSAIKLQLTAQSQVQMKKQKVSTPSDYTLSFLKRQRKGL
* marks the source's active call; other numbers are inactive results; u = inconclusive; & = joins results of further samples; [ ] = dose if it differs, or a comment. Potency means the concentration at half of the fitted maximal effect.

molecule	Menin MLL FP TR
CC[C@H](C)[C@H](NC(=O)[C@H](CO)NC(=O)[C@H](CC(C)C)NC(=O)[C@@H]1CCCN1C(=O)[C@@H]1CCCN1C(=O)[C@H](CC(=O)O)NC(=O)[C@@H](N)CC(=O)O)C(=O)N[C@@H](CC(=O)O)C(=O)N[C@@H](CC(C)C)C(=O)N[C@H](C(=O)N[C@@H](Cc1ccccc1)C(=O)N[C@@H](Cc1cnc[nH]1)C(=O)N[C@@H](CC(C)C)C(=O)N[C@@H](CC(C)C)C(=O)N[C@@H](CCCNC(=N)N)C(=O)N[C@H](C(=O)N[C@@H](CC(C)C)C(=O)N[C@@H](CC(C)C)C(=O)N[C@@H](CCC(=O)O)C(=O)N[C@@H](CC(C)C)C(=O)N[C@@H](C)C(=O)N[C@@H](CCCNC(=N)N)C(=O)N[C@H](C(=O)N[C@@H](CCC(N)=O)C(=O)N[C@@H](CO)C(=O)N[C@@H](CCC(N)=O)C(=O)N[C@@H](CCCNC(=N)N)C(=O)N[C@@H](CCC(=O)O)C(=O)N[C@@H](CCCNC(=N)N)C(=O)N[C@@H](C)C(=O)N[C@@H](CCC(=O)O)C(=O)N[C@@H](CCC(N)=O)C(=O)N[C@@H](CC(N)=O)C(=O)N[C@@H](CCCNC(=N)N)C(=O)N[C@H](C(=O)N[C@H](C(=O)N[C@@H](Cc1ccccc1)C(=O)N[C@@H](CC(=O)O)C(=O)N[C@@H](CO)C(=O)N[C@H](C(N)=O)C(C)C)[C@@H](C)CC)[C@@H](C)CC)[C@@H](C)O)[C@@H](C)O)[C@@H](C)O	-20%
O=C(c1ccncc1)N1CCC[C@@]2(CCN(C(c3ccccc3)c3ccccc3)C2)C1	2%
CC(C)Cn1nnnc1S(=O)(=O)CC#N	5%
NC(=S)NS(=O)(=O)c1ccc(N)cc1	7%
CN(C)CCN1C(=O)c2ccccc2N(C)c2ccccc21	8%
Cc1cc(C)c(-c2cc([C@H](C)O/N=C3/[C@H]4OC4[C@@H](O)[C@H]4[C@H]3CCn3c(=O)n(-c5ccccc5)c(=O)n34)on2)c(C)c1 (stereo not given in full)	-1%[11.7 µM]
O=C(/C=C/c1ccc(O)cc1)c1ccccc1O	73%[activator]
Cn1c(=O)c(-c2ccccc2)nc2cnc(Oc3ccccc3)nc21	2%
O=c1c(CCc2ccccc2)nc2cnc(N3CCOCC3)nc2n1Cc1ccc(F)cc1	3%
COc1ccccc1N1CCN(C[C@@H](C(=O)NC(C)(C)C)c2ccccc2)CC1	-7%[24.8 µM]
CCCCCCCCCCCCCCC(C(=O)O)C(O)(CC(=O)OC)C(=O)O (stereo not given)	35%[activator]
COC(=O)C1(C(=O)OC)C[C@@H]2CON=C2[C@H]1c1ccccc1	1%&0%
COCC(=O)N1CCC2(CC1)CN(C(=O)Nc1cccc(C#N)c1)C2	3%
C=CCOC(=O)N[C@@H](c1ccc(Br)cc1)C(C(C)=O)C(C)=O	9%
COCC(=O)N1CCC[C@@]2(CCN(C(=O)Nc3ccc(OC)cc3)C2)C1	-12%
COc1ccc(/C=C/c2cc(OC)cc(=O)o2)cc1	-14%
O=S1(=O)C2CC3C=CC2(O3)C(OCc2ccc(Cl)c(Cl)c2)C(Cc2ccccc2)N1Cc1ccc(Cl)c(Cl)c1 (stereo not given)	15%
N[C@@H](CSS(=O)(=O)O)C(=O)O	2%[24.8 µM]
CC(=O)Oc1c(C)cc(OCC(O)CNC(C)C)c(C)c1C (stereo not given)	-4%
CCC(C)C(NC(=O)C(Cc1ccc(O)cc1)NC(=O)C(N)C(C)C)C(=O)NC(Cc1cnc[nH]1)C(=O)N1CCCC1C(=O)NC(Cc1ccccc1)C(=O)O (stereo not given)	-4%
C=CCOC(=O)NC(c1ccc(F)c(F)c1)C(C(C)=O)C(=O)OC (stereo not given)	-14%
O=C(O)[C@H](CC(=O)N1C[C@H]2CCCC[C@H]2C1)Cc1ccccc1	7%
CC[C@H](C)[C@H](NC(=O)[C@H](CC(C)C)NC(=O)[C@@H](N)CO)C(=O)NCC(=O)N[C@@H](CCCN=C(N)N)C(=O)N[C@@H](CC(C)C)C(=O)O	12%
CC(C)=CCC/C(C)=C/CO/N=C1/C[C@@H](O)[C@@H](O)[C@@H]2[C@@H]3C(=O)N(C[C@@H]4CCCO4)C(=O)[C@H]3CC[C@@H]12	-12%[11.7 µM]
CCOC(=O)CN(C)C(=O)C1CC(CO[Si](C)(C)C(C)(C)C)=CN1C(=O)OC(C)(C)C (stereo not given)	-12%
OCc1ccc(Cl)cc1Cl	-2%
CC(=O)OC[C@H]1O[C@@H](O/N=C(\C)CCC(=O)OC[C@@H]2O[C@H](C#Cc3ccccc3)C=C[C@@H]2Oc2ccc(C)cc2)[C@H](OC(C)=O)[C@@H](OC(C)=O)[C@H]1OC(C)=O	-14%[11.7 µM]
CO[C@]1(NC(=O)[C@H](C(=O)O)c2ccc(O)cc2)C(=O)N2C(C(=O)O)=C(CSc3nnnn3C)CO[C@H]21	-2%[24.8 µM]
CN1CCN(c2cc3c(nn2)Oc2ccccc2N3C)CC1	0%
CC(=O)N(O)C/C=C/c1cccc(Oc2ccccc2)c1	8%

> C=C1C=CS(=O)(=O)N(Cc2ccccc2)C1
- Menin MLL FP TR: -1%

> COc1oc(=O)c2cc(N)ccc2c1Cl
- Menin MLL FP TR: 25%

> Cn1cc(-c2nc3cnc(N4CCNCC4)nc3n(Cc3ccc(F)cc3)c2=O)c2ccccc21
- Menin MLL FP TR: -3%

> Cn1cccc1C(=O)N1CCC[C@@]2(CCN(Cc3nccs3)C2)C1
- Menin MLL FP TR: -17%

> FC(F)(F)c1ccccc1-c1ccc2ncnc(NC3CCNCC3)c2c1
- Menin MLL FP TR: -8%

> CCN(CC)CCC(c1ccc(OC)cc1)c1c(OC)cc(OC)c2c(C)cc(=O)oc12 (stereo not given)
- Menin MLL FP TR: -14%

> CSCC[C@H](NC(=O)[C@H](Cc1c[nH]c2ccccc12)NC(=O)CNC(=O)[C@H](Cc1ccc(O)cc1)NC(=O)[C@H](C)NC(=O)[C@H](CCC(=O)O)NC(=O)[C@H](CCC(=O)O)NC(=O)[C@H](CCC(=O)O)NC(=O)[C@H](CCC(=O)O)NC(=O)[C@H](CCC(=O)O)NC(=O)[C@H](CC(C)C)NC(=O)[C@H](Cc1c[nH]c2ccccc12)NC(=O)[C@@H]1CCCN1C(=O)CNC(=O)[C@@H]1CCC(=O)N1)C(=O)N[C@@H](CC(=O)O)C(=O)N[C@@H](Cc1ccccc1)C(=O)NCC(=O)O
- Menin MLL FP TR: -7%

> C=C1C[C@@]23C[C@]1(O)CC[C@@H]2[C@]12C=C[C@@H](O)[C@](C)(C(=O)O1)[C@H]2[C@H]3C(=O)O
- Menin MLL FP TR: 1%[24.8 µM]

> CO[C@@H]1C=CO[C@]2(C)Oc3c(C)c(O)c4c(O)c(c(C=NN5CCN(C)CC5)c(O)c4c3C2=O)NC(=O)C(C)=CC=C[C@H](C)[C@H](O)[C@H](C)[C@H](O)[C@H](C)[C@H](OC(C)=O)[C@H]1C
- Menin MLL FP TR: -23%[24.8 µM]

> C[C@@]12CCC(O)C[C@H]1CCc1ccccc12 (stereo not given in full)
- Menin MLL FP TR: -26%

> CC(=O)OC1CCC2(C)C3CC(=O)C4(C)C(CC5OC6(CCC(C)CO6)C(C)C54)C3CC[C@H]2C1 (stereo not given in full)
- Menin MLL FP TR: 0%

> O=C(c1ccco1)N1CCC2(CC1)CCN(C(c1ccccc1)c1ccccc1)CC2
- Menin MLL FP TR: -13%

> COC(=O)N1CCC[C@@]2(CCN(C(=O)NC(C)C)C2)C1
- Menin MLL FP TR: 0%

> COc1ccc(NC(=O)N2CC3(CCN(S(C)(=O)=O)CC3)C2)cc1
- Menin MLL FP TR: 8%

> O=C(c1cccc(F)c1)N1CCC2(CCCN(c3cccc(-c4ccccc4)c3)C2)CC1
- Menin MLL FP TR: -14%

> CC(=O)OCC(=O)[C@@]1(O)CCC2C3CCC4=CC(=O)CC[C@]4(C)C3C(O)C[C@]21C (stereo not given in full)
- Menin MLL FP TR: -1%

> C=CCOC(/C=C/c1ccccc1)C[Si](C)(C)C (stereo not given)
- Menin MLL FP TR: u

> O=C(c1cc(C(F)(F)F)cc(C(F)(F)F)c1)N1CCC[C@@]2(CCN(c3ncccn3)C2)C1
- Menin MLL FP TR: -3%

> CCCCCCCCCCCCCCCCSCC(COC)COP(=O)([O-])OCC[N+](C)(C)C (stereo not given)
- Menin MLL FP TR: -11%

> O=C(c1ccncc1)N1CCC2(CCCN(Cc3ccncc3)C2)CC1
- Menin MLL FP TR: 2%

> CNC1C(O)C(O)C(CO)O[C@H]1OC1C(O[C@@H]2C(O)C(O)[C@@H](N=C(N)N)C(O)C2N=C(N)N)OC(C)[C@]1(O)C=O (stereo not given in full)
- Menin MLL FP TR: -5%

> COc1ccc(NC(=O)N2CC[C@@]3(CCCN(C(=O)c4cccc(F)c4)C3)C2)cc1
- Menin MLL FP TR: -1%

> O=C(NCc1ccc2c(c1)OCO2)O[C@@H]1C(=O)c2cc(Br)ccc2O[C@H]1c1ccc2c(c1)OCO2
- Menin MLL FP TR: 37%[activator]

> N[C@H](CCCP(=O)(O)O)C(=O)O
- Menin MLL FP TR: -10%&21%[24.8 µM]

> COC1C[C@@H](O[C@@H]2C(C)C(=O)OC(C)C(C)C(O)C(C)C(=O)[C@@]3(CO3)CC(C)C(OC3OC(C)CC(N(C)C)C3O)C2C)OC(C)[C@@H]1O (stereo not given in full)
- Menin MLL FP TR: -4%

> CCNc1ncc2nc(-c3ccc(OC)cc3)c(=O)n(CCC#N)c2n1
- Menin MLL FP TR: -9%

> CCNc1ncc2nc(C)c(=O)n(C3CC3)c2n1
- Menin MLL FP TR: 7%

> CN(C)c1ccc(-c2cncnc2Nc2ccccc2)cc1
- Menin MLL FP TR: -25%

> CO/N=C(\C)CCN1CCCc2nc(C)c(C)cc21
- Menin MLL FP TR: 0%[11.7 µM]

> COc1ccc(-c2nc(-c3ccccc3)oc2Nc2ccc3ccccc3c2)cc1
- Menin MLL FP TR: 0%

> CCC1OC(=O)C(C)[C@@H](O[C@H]2C[C@@](C)(OC)C(O)C(C)O2)C(C)[C@@H](O[C@@H]2OC(C)CC(N(C)C)C2O)[C@@](C)(O)CC(C)CN(C)C(C)C(O)[C@]1(C)O (stereo not given in full)
- Menin MLL FP TR: -10%

> COC(=O)/C(C)=C/CC12OC(C)(C)C3CC(C=C4C(=O)c5cc6c(c(CCC(C)(C)Cl)c5OC431)OC1(C)CCC(=C(C)C)C6C1)C2=O (stereo not given)
- Menin MLL FP TR: -10%

> CCCCCC#CC[C@@H](O)/C=C/C=C/C=C\[C@@H](O)CCCC(=O)O
- Menin MLL FP TR: 2%

> COC(=O)NC(/C(C(=O)OC)=C(\C)NCc1ccccc1)c1ccccc1 (stereo not given)
- Menin MLL FP TR: 5%[11.7 µM]

> C[C@@]12CCC(OC(=O)c3ccccc3)CC1CCc1ccccc12 (stereo not given in full)
- Menin MLL FP TR: -7%

> Cn1c(=O)c(-c2cccc(C#N)c2)nc2cnc(Oc3ccccc3)nc21
- Menin MLL FP TR: -9%

> Cc1ccc(S(=O)(=O)N[C@@H](CCc2ccccc2)CC(=O)C(C)(C)C)cc1
- Menin MLL FP TR: 0%[11.7 µM]

> Brc1ccc2c(c1)c1cc(Br)ccc1n2CC1CO1 (stereo not given)
- Menin MLL FP TR: 13%

> Nc1c(S(=O)(=O)O)cc(Nc2ccc(Cl)cc2)c2c1C(=O)c1ccccc1C2=O
- Menin MLL FP TR: u

> CC(=O)OC[C@@H]1O[C@H](CCO/N=C(\C)CCN2CCCc3nc(C)c(C)cc32)C=C[C@@H]1OC(C)=O
- Menin MLL FP TR: u

> COc1ccc(C2CC(c3ccccc3)Oc3c(C)ccc(C)c32)cc1 (stereo not given)
- Menin MLL FP TR: 23%&21%

> CN[C@H]1[C@@H](O[C@@H]2[C@H](O[C@@H]3[C@@H](O)[C@@H](O)[C@@H](N=C(N)N)[C@@H](O)[C@@H]3N=C(N)N)O[C@H](C)[C@@]2(O)C=O)O[C@@H](CO)[C@@H](O)[C@H]1O
- Menin MLL FP TR: 2%[24.8 µM]

> CNc1nc(-c2ccoc2)nc2ccccc12
- Menin MLL FP TR: 18%

> O=C(c1ccco1)N1CCC2(CC1)CCN(c1cccc(-c3ccccc3)c1)CC2
- Menin MLL FP TR: -10%

> Cc1ccccc1-c1ccc2ncnc(NCc3cccnc3)c2c1
- Menin MLL FP TR: -1%

> CNC(CC(=O)O)C(=O)O (stereo not given)
- Menin MLL FP TR: 7%

3 entries out of the list, arranged by length of the SMILES, lowest first:
> CNC(CC(=O)O)C(=O)O (stereo not given)
- Menin MLL FP TR: 7%

> Brc1ccc2c(c1)c1cc(Br)ccc1n2CC1CO1 (stereo not given)
- Menin MLL FP TR: 13%

> COc1ccc(C2CC(c3ccccc3)Oc3c(C)ccc(C)c32)cc1 (stereo not given)
- Menin MLL FP TR: 23%&21%

Of the compounds above, 7 contain fluorine:
> O=c1c(CCc2ccccc2)nc2cnc(N3CCOCC3)nc2n1Cc1ccc(F)cc1
- Menin MLL FP TR: 3%

> C=CCOC(=O)NC(c1ccc(F)c(F)c1)C(C(C)=O)C(=O)OC (stereo not given)
- Menin MLL FP TR: -14%

> Cn1cc(-c2nc3cnc(N4CCNCC4)nc3n(Cc3ccc(F)cc3)c2=O)c2ccccc21
- Menin MLL FP TR: -3%

> FC(F)(F)c1ccccc1-c1ccc2ncnc(NC3CCNCC3)c2c1
- Menin MLL FP TR: -8%

> O=C(c1cccc(F)c1)N1CCC2(CCCN(c3cccc(-c4ccccc4)c3)C2)CC1
- Menin MLL FP TR: -14%

> O=C(c1cc(C(F)(F)F)cc(C(F)(F)F)c1)N1CCC[C@@]2(CCN(c3ncccn3)C2)C1
- Menin MLL FP TR: -3%

> COc1ccc(NC(=O)N2CC[C@@]3(CCCN(C(=O)c4cccc(F)c4)C3)C2)cc1
- Menin MLL FP TR: -1%

Compound activity (PubChem BioAssay)

These rows are one share of the data; count on the stated rates, not on these rows.
